ERK EGF inh: qHTS Assay for Inhibitors of the ERK Signaling Pathway using a Homogeneous Screening Assay; Stimulation with EGF. HEK293-V1b, EGF-stimulated phospho-ERK AlphaScreen. Potency, µM (doses to about 11.5 µM), without a hit: top-dose activity change, negative = inhibition, actives largely listed as inhibitors. hit rate 0.41% among 130,000; active = well fitted inhibition curve with a large enough effect; inconclusive = small, poorly fitted or top-dose-only effect, or effect the other way;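 also: plate controls were stimulated vehicle wells for no effect and unstimulated vehicle basal for full effect; nearly all actives have a fitted effect of over 55% in size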
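Homogeneous cell-based phospho-ERK assay: HEK293/V1b cells in 1% FBS, compound 30 min then EGF 5 min, AlphaScreen luminescence. Activity normalized between DMSO and 25 nM EGF controls; AC50 from Hill modelling.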
* = called active by the depositor; ? = inconclusive; & = joins results of further samples; [ ] = remark or other dose. Potency is read from the fitted curve at half-maximal effect.

SMILES	ERK EGF inh
CC(=O)N(C1=C(Cl)C(=O)c2ccccc2C1=O)C1CCCCC1	25.1µM*
Cc1nc(NC(=O)/C=C/c2ccccc2)sc1C(=O)N(C)C	-2.5%
CC(=O)c1cccc(S(=O)(=O)NC2CC2)c1	-3.0%
COc1ccc(-c2c(C)[nH]n3c(=O)c(Cc4ccccc4)c(C)nc23)cc1OC	3.3%
S=C1NC[C@H](CC2CCCCC2)N1CCCCC1CCCCC1	6.0%[57.5 µM]
Cc1cc(C)n(CC(=O)O)c(=O)c1[N+](=O)[O-]	21.1%
CC(C)(C)Nc1nc(N)nc(Cl)n1	-0.8%
Cc1cccc2c(C(=O)n3cccn3)cc(-c3ccccc3Cl)nc12	29.3%
Nn1c(SCc2ccc(F)cc2)nnc1-c1ccccn1	1.7%[57.5 µM]
COc1ccc(NC(=O)CC2C(=O)N(c3ccc(Cl)cc3)C(=S)N2NC(=O)c2cccc(F)c2)cc1 (centres undefined)	-0.6%
FC(F)(F)c1ccc(NC(=S)NC2CCCCC2)cc1	-1.4%
CCOc1ccc(OCCn2c(=S)[nH]c3c(N)ncnc32)cc1	-3.6%
O=C(Cc1ccccc1)N1N=C(c2ccncc2)CC1(O)C(F)(F)F (centres undefined)	?
CCOC(=O)CNC(=O)CSc1nnc(-c2ccccc2)c(-c2ccccc2)n1	1.3%
COc1cc(N)c(Cl)cc1C(=O)CCC1CCN(CCNS(C)(=O)=O)CC1	1.2%
O=C(CCN1C(=O)c2ccccc2S1(=O)=O)Nc1cccc2ccccc12	-3.6%
COc1cccc2c(=O)cc(C)n(CC(=O)Nc3cccc(C)c3)c12	17.2%
CC(C)(C)OC(=O)NCCCCC1=CC2=CC(=O)C(C)(OC(=O)c3cccs3)C(=O)C2=CO1 (centres undefined)	3.9%
O=C(NCc1ccccc1)C1CCN(S(=O)(=O)N2CCCCCC2)CC1	15.2%
Fc1ccccc1-c1n[nH]c(=S)n1/N=C/c1c[nH]c2ccccc12	4.0%[57.5 µM]
c1ccc(Oc2c3ccccc3nc3ccccc23)cc1	-7.3%[57.5 µM]
O=C(NNC(=O)c1cccs1)c1ccc(Cl)cc1	4.9%
OCC1(CCCc2ccccc2)CCN(Cc2cnc(N3CCOCC3)s2)CC1	-1.7%
O=C(COCc1ccccc1)N[C@@H](Cc1ccc(O)cc1)C(=O)O	2.7%[57.5 µM]
O=C(CC(Sc1n[nH]c(-c2ccccc2)n1)c1ccccc1)NCc1ccccc1 (centres undefined)	7.7%
CC(C)(C)NCC(O)COc1ccc(Br)cc1 (centres undefined)	-8.8%
CC(C)(C)NC(=S)NC(=O)C12CC3CCC(CC(C3)C1)C2	-6.9%
CC(=O)/C=C1\N(C)c2ccc(C)cc2C1(C)C	-3.7%
CCOC(CNc1ncnc2c1cnn2C)OCC	-7.7%
NC(=O)N/N=C/c1c(F)cccc1F	10.6%
CC(=O)N1CCC(N(CCN2CCOCC2)C(=S)Nc2cc(C)ccc2C)CC1	4.0%
CC1CCCCC1NC(=O)/C(C#N)=C/C=C/c1ccccc1[N+](=O)[O-] (centres undefined)	?
CCCCNc1n[n+](C)c(-c2cccc(C)c2)s1	-5.0%[57.5 µM]
O=C(Cc1ccccc1F)Nc1ccc(Cl)nc1	7.8%
Cc1ccccc1NC(=O)c1cc(C(=O)c2cc(Cl)ccc2O)cn(-c2ccccc2C)c1=O	2.9%
CC(C)NC(=S)N/N=C1\CCCc2ccccc21	5.9%
COCCCn1c(=S)[nH]c2sc3c(c2c1=O)CCCS3	8.0%
COc1ccc(-c2cc(C(F)(F)F)n3nc(C(=O)NCCN4CCOCC4)cc3n2)cc1	8.6%
COc1cc(NS(=O)(=O)c2cc(C(=O)N3CCN(C(C)=O)CC3)ccc2OC)cc(OC)c1	-6.3%
CCN(CC(=O)NCCc1ccccc1)S(=O)(=O)c1ccc(C)cc1	-2.1%
Cc1cc(C)cc(NC(=O)N2CCCCCCC2)c1	-9.1%
COC(=O)c1c(NS(=O)(=O)c2ccc(C)cc2)sc2c1CCC(C)C2 (centres undefined)	-2.8%
N#Cc1cc(-c2ccccc2)nc(N2CCNCC2)n1	-10.6%[57.5 µM]
CC(=O)c1ccc(NC(=S)NCC(c2ccco2)N2CCCC2)cc1 (centres undefined)	-5.8%
CCCCOc1ccc(/C=C/C(=O)OCC(=O)N2CC(=O)Nc3ccccc32)cc1OCC	1.1%
CCCc1cc(NCc2ccccn2)n2nc(C)c(-c3ccccc3)c2n1	19.2%[57.5 µM]
Cc1cc(C)n2c(SCC(C)C)nnc2n1	5.0%
O=C(Nc1ncc(Cc2cccc(Cl)c2Cl)s1)C1CCCO1 (centres undefined)	2.8%
O=C(CSc1nc2ccc(NC(=O)CSc3nnnn3Cc3ccccc3)cc2s1)Nc1ccccc1	2.6%
CCCCNC(=O)CSc1nc(CCC)nc2ccccc12	-0.4%
COc1ccc2c(c1)OC[C@H]1c3cc4c(cc3O[C@@H]21)OCO4	?
N/C(=N\OC(=O)c1cccc([N+](=O)[O-])c1)c1cccnc1	0.0%
CC(C)C[C@H](NC(=O)c1[nH]cnc1C(=O)Nc1ccc(CNC(=O)OC(C)(C)C)cc1)C(=O)OCc1ccccc1	-12.4%[57.5 µM]
Cc1ccc(/C(N)=N/OC(=O)c2ccc3c(c2)OCO3)cc1	6.5%
Cc1cc(Br)ccc1-n1[nH]c(C)c(C=Nc2cccc3nsnc23)c1=O	?
COc1ccc(CNC(=O)c2cnn3c(C(F)F)cc(C)nc23)cc1	4.0%
O=C(CCCO)N/N=C/c1ccccc1[N+](=O)[O-]	9.2%
COC(=O)c1ccc(-c2noc(CN(C)CC3CCCCO3)n2)cc1 (centres undefined)	-1.2%
Cc1cc(C)nc(Sc2ncnc(N)c2[N+](=O)[O-])n1	-10.9%
CCCCC1C2C(=O)N(c3ccc(C)cc3)C(=O)C2ON1c1ccccc1 (centres undefined)	-4.8%[57.5 µM]

(further entries)
SMILES	ERK EGF inh
O=C(CN1CCN(c2ncccn2)CC1)Nc1ccccc1C(F)(F)F	?
Cc1cc(C)c(S(=O)(=O)NCCc2ccccc2)c(C)c1	-4.6%
CCCCn1c(CCC(=O)O)nc2cc(S(=O)(=O)N(C)C)ccc21	-6.6%
CCOc1ccccc1NC(=O)CN1C(=O)CSC(C)C1=O (centres undefined)	-4.2%
N/C(=N\OC(=O)COc1ccc(Cl)cc1Cl)c1ccncc1	8.7%
Cc1c(C(N)=O)sc2ncn(CC(=O)NCCc3ccccc3)c(=O)c12	-3.9%
Cc1ccc(O)c(/C=N/NC(=O)c2[nH]ncc2Br)c1	7.7%
CCOC(=O)Cc1csc(NC(=O)CCSc2ccccc2)n1	-7.3%
O=C(Cc1ccccc1)N1CCNCC1	2.0%
COc1cccc(/C=N/NC(=O)c2ccccc2)c1OS(=O)(=O)c1ccccc1	-0.1%
O=C(CCCN1C(=O)/C(=C/c2ccccc2Cl)SC1=S)NNC(=O)c1ccncc1	?
Cc1ccsc1CNC1C2CC3CC(C2)CC1C3 (centres undefined)	2.8%
COc1ccc(CC(=O)NCC(=O)N/N=C/c2cc(Br)ccc2OC)cc1	4.2%[57.5 µM]
C/C(=N\NC(=O)c1ccc(CSc2nncn2C)cc1)c1ccc(C#N)cc1	-6.2%
COC(=O)c1cc(=O)n(Cc2cccs2)c(=Nc2ccc(F)cc2)s1	?
COc1ccc(NC(=O)N2CCN(S(C)(=O)=O)CC2)cc1	-7.3%
Cc1ccnc(NC(=O)c2ccco2)n1	-7.1%
Cc1cnc(C)c(N2CCN(Cc3nc(-c4ccccc4)no3)CC2)n1	0.4%
O=C(NCCCc1ccccc1)N1CCOCC1	-7.6%
O=C(NCCc1ccccn1)C(F)(F)C(F)(F)C(F)(F)C(F)(F)C(F)(F)C(F)(F)C(F)(F)C(F)F	-3.1%
Cn1c(SCC(=O)N/N=C/c2ccc([N+](=O)[O-])s2)nnc1-c1ccccc1	5.9%
Cc1cccc(-n2ccnc2CN2CCC(CO)(Cc3ccccc3)CC2)c1	-1.0%[57.5 µM]
CCn1c(O)c(/C=C2\C=NN=C2c2ccccc2)sc1=S	?
CS(=O)(=O)N1Cc2ccccc2CC1C(=O)O (centres undefined)	-5.8%
Cc1cccc(NC(=S)NC2CC3CCCC(C2)N3Cc2ccccc2)c1C (centres undefined)	4.2%
O=C(CN1N=C(c2ccc(Cl)cc2)CCC1=O)NCCN1CCc2ccccc2C1	9.5%
Cc1ccc(N(C)S(=O)(=O)c2cccc(C(=O)Nc3nnc(C4CC4)s3)c2)cc1	-7.9%
O=C(Nc1c(Cl)cc(Cl)cc1C(=O)NCCN1CCOCC1)c1cccc([N+](=O)[O-])c1	-0.3%
O=C(CN1CCOCC1)N/N=C/c1ccc(C(=O)O)cc1	-2.8%
COc1ccccc1/C=N/NC(=O)CC(=O)NCc1cccnc1	-0.2%
CN(C(=O)c1ccc(=O)n(Cc2ccc(Cl)cc2)c1)c1ccccc1	21.4%
CN(Cc1ccon1)C(=O)CC1C(=O)NCCN1Cc1cccc(Oc2ccccc2)c1 (centres undefined)	4.3%
O=C(O)/C=C/C(=O)Nc1ccc(Oc2ccc(NC(=O)/C=C/C(=O)O)cc2)cc1	-1.6%
COc1ccc(/C=C/C(=O)Nc2cc(S(=O)(=O)N3CCOCC3)ccc2N2CCCC2)cc1OC	-0.7%
CCOC(=O)c1c(-c2ccc(C)o2)csc1NC(=O)CN1CCCCC1	4.4%
COc1cccc(/C=N/NC(N)=S)c1OCc1cccc(Cl)c1	9.8%
COC(=O)c1cccc(NC(=O)CC2C(=O)NCCN2C(=O)c2ccc(F)cc2F)c1 (centres undefined)	-17.2%[57.5 µM]
CCOc1ccc(NC(=O)c2ccc(NC(=S)NC3CCCCC3)cc2)cc1	2.3%
CCNC(=S)N/N=C/c1ccccc1[N+](=O)[O-]	-11.9%
CCn1cc(C(=O)OCC(=O)Nc2cccc(Cl)c2Cl)c(=O)c2ccc(C)nc21	0.6%
CCCCCCC1CC(/C(C)=N\NC(N)=O)OC1=O (centres undefined)	-3.8%
CC1(C)C2CC=C(/C=N/NC(=O)C3CC3)C1C2 (centres undefined)	?
Cc1ccc(S(=O)(=O)n2nccc2-c2c(-c3ccccc3)noc2C)cc1	2.5%[57.5 µM]
CC1CCCCN1C(=O)CSc1nnc(Cc2ccccc2)n1C (centres undefined)	-3.7%
O=S(=O)(Cc1cc(NCc2ccccc2)nc(-c2ccncc2)n1)c1ccccc1	0.9%
CC(C)(C)C(=O)Nc1nnc(-c2ccncc2)o1	1.5%
CN1C(=O)C(CC(=O)NC2CCCCC2)N(C)C1=O (centres undefined)	7.6%
C=CCCCCCCCCCCCC(O)CC(O)CO (centres undefined) (tested in a mixture with another compound)	13.1%
COC(=O)c1sc2nc(C)c([N+](=O)[O-])c(C)c2c1N	2.7%
COc1cccc(C(=O)NN2CC(O)=C(c3nc(C)cs3)C2=N)c1	-2.5%[57.5 µM]
Cc1ccc(S(=O)(=O)NCC(=O)OCC(=O)NCc2ccc(F)cc2)cc1	4.4%
CO/N=C1\CCn2c1c(C)c1ccccc12	-4.7%[57.5 µM]
COc1ccc(/C=C(\C#N)C(=O)NCCCn2ccnc2)cc1	-0.2%
O=C(/C=C/c1cccc(F)c1)c1ccc(N2CCOCC2)cc1	7.3%[57.5 µM]
O=C1c2cccc3cc(Br)cc(c23)C(=O)N1Nc1ccc(Br)cc1	-2.9%
CC(=O)CC(C)(C)NC(C)=S	-2.1%[57.5 µM]
Cc1ccc(NP(=O)(c2ccc(N(C)C)cc2NC(=O)c2cccs2)N2CCOCC2)cc1 (centres undefined)	-2.0%
CC(=O)Nc1ccc(C(=O)N(C)C(C(=O)Nc2ccc(C)cc2)c2ccccn2)cc1 (centres undefined)	6.5%
COc1ccc(/C=C2\CCC/C(=C\C=N\N(C)C)C2=O)cc1	-1.3%
C[C@@H](C(=O)O)c1cccc(C(=O)c2ccccc2)c1	6.2%[25.7 µM]
C[C@@H](C(=O)NCc1ccccc1)[C@@H]1C[C@@]1(C)[C@@H](NC(=O)OCc1ccccc1)c1ccccc1	6.8%&4.4%
COc1ccccc1CC(=O)Nc1ccc([N+](=O)[O-])cc1O	5.0%[57.5 µM]

Screens from PubChem BioAssay.

A portion of the library; count on the stated rates, not on these rows.
